HT1080 IDH1KD tx: HT-1080 IDH1 knockdown cell toxicity (counter line); HT-1080 IDH1 knockdown viability, ATP luminescence, 48 h; Potency, µM (top dose mostly 46.1 µM), for inactives: at the highest dose activity, negative = toxicity, most hits filed as cytotoxic; hit rate 2% among 360,000; AID 686971;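 further: 0% = DMSO wells and -100% = cell-free medium wells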
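Knockdown cells (IDH1KD HT-1080) received compounds 2 h after plating at 750 cells/well and were kept 48 h at 37 °C in 5% FBS RPMI. A CellTiter-Glo luminescence read gave % activity for curve fitting.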
GLP-1R agonist: GLP-1 receptor (human) agonism. Potency, µM (titrated, usually from 45.6 µM), inactives show at the top dose activation, most hits filed as activators. hit rate 0.007% among 380,000. HEK293 GLP-1R CRE-luciferase, luminescence, 4-6 h; cells express a hypersensitive GLP-1R form. AID 624172; further: % of control where 0% means no effect
Target sequence (P43220 whole entry, looked up): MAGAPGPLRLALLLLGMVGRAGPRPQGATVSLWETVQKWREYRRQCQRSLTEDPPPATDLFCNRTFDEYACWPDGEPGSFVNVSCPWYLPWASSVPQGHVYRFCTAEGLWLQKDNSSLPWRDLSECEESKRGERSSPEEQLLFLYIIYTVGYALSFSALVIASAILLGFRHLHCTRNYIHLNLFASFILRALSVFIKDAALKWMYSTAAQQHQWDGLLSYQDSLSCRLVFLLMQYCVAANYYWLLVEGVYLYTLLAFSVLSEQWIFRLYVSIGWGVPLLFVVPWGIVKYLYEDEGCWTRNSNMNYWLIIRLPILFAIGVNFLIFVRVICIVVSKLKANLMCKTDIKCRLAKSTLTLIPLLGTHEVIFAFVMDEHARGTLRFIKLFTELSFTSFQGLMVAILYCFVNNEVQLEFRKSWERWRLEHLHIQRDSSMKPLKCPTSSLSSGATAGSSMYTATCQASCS
TDP43 rescue: TDP-43 toxicity inhibition in yeast | TDP-43 expressing yeast growth rescue, BacTiter-Glo, 24 h | Potency, µM (series often up to 46.1 µM), for inactives: top-dose growth rescue (activation), actives largely listed as activators | hit rate 1.8% among 410,000 | AID 652104; further: % of control where 0% means no effect; nearly all actives have a fitted effect of over 50% in size
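Growth rescue of TDP-43-toxic yeast measured as ATP luminescence (BacTiter-Glo). Cells grown to mid-log in raffinose, induced in galactose at OD600=0.02, exposed to compound 24 hr at 30 deg C.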
KB-V1 cytotox: kills drug-selected multidrug resistant KB-V1 cells; Potency, µM (doses to about 46.1 µM), for inactives: at the highest dose activity change, negative = cytotoxicity, hits mostly cytotoxic; KB-V1 MDR cells viability, CellTiter-Glo, 72 h; hit rate 3.4% among 400,000; further: on the % scale 0 is the no-effect control and ±100 the full control effect; nearly all actives have a fitted effect of over 60% in size
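Potencies derive from concentration-effect curves fitted to normalized luminescence (CellTiter-Glo) of KB-V1 cells treated for 72 h at 37 degrees C in phenol-red-free DMEM containing 10% FBS.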
KB-3-1 cytotox: KB-3-1 parental cell cytotoxicity. KB-3-1 viability, CellTiter-Glo ATP luminescence, 72 h. Potency, µM (top dose mostly 46.1 µM), for the others: at the highest dose activity change, negative = cytotoxic, most hits filed as cytotoxic. hit rate 1.4% among 400,000. AID 1347075; further: on the % scale 0 is the no-effect control and ±100 the full control effect; nearly all actives have a fitted effect of over 60% in size
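Multi-concentration cytotoxicity screen in KB-3-1 cells grown in DMEM lacking phenol red with 10% FBS. After 72 h at 37 °C with compound, ATP-dependent luminescence was recorded.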
GLP-1R inv ag: acts as inverse agonist at human GLP-1 receptor | Potency, µM (top dose mostly 38.3 µM), inactives show at the top dose activity change, negative = inhibition, actives largely listed as inhibitors | AID 624417 | HEK293 GLP-1R CRE-luciferase, luminescence, 24 h; GLP-1R form is constitutively active | hit rate 1.6% among 410,000 | P43220; further: on the % scale 0 is the no-effect control and ±100 the full control effect; nearly all actives have a fitted effect of over 55% in size
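Inverse agonists were sought by their lowering of basal cAMP reporter luciferase output in HEK293 cells stably carrying constitutively active human GLP-1R, after 24 h compound treatment.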
SW480 rereplic: inducers of DNA re-replication in SW480 colon cancer cells. SW480 DNA re-replication, Hoechst DNA content imaging, 48 h. Potency, µM (doses to about 46.1 µM), without a hit: top-dose re-replication activation, most hits filed as activators. hit rate 1.8% among 340,000; further: % of control where 0% means no effect; nearly all actives have a fitted effect of over 55% in size
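250 cells/well; 23 nL cpd via pin tool; 48 hr, 37 C, 5% CO2; Hoechst 40 min; imager read of total nuclear intensity, ex 405/em 500-530 nm.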
GLP1R cytotox: cytotoxicity counter-screen for GLP-1 receptor inverse agonists; HEK293 cAMP-luciferase reporter cells, luminescence, 24 h; Potency, µM (titrated, usually from 38.3 µM), for inactives: top-dose activity change, negative = inhibition, hits mostly inhibitors; hit rate 0.13% among 410,000;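 further: loss of luciferase light is scored as toxicity; on the % scale 0 is the no-effect control and ±100 the full control effect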
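Step one: seed cells (200 cells/uL, DMEM with 10% Nu serum, 1% pen-strep). Step two: 12-hour incubation at 37 deg C. Step three: pin 23 nL compound, incubate 24 hr. Step four: add luciferase reagent, read luminescence 12 min later.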
HT1080NT lethal: kills 2HG-producing HT-1080-NT fibrosarcoma cells; HT-1080-NT fibrosarcoma viability, CellTiter-Glo ATP luminescence, 48 h; AID 686970; hit rate 1.6% among 360,000; Potency, µM (titrated, usually from 46.1 µM), for the others: at the top dose activity, negative = less viability, actives largely listed as cytotoxic;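 further: NT is the 2HG producing partner of a matched IDH1 knockdown line; 0% = DMSO-treated cells and -100% = media-only wells without cells; nearly all actives have a fitted effect of over 55% in size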
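Compounds were tested in concentration-response format on HT-1080-NT cells for 48 hours at 37 degrees C. Cell viability came from CellTiter-Glo luminescence; curves were classified by r2, response magnitude and activity.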
The depositor's hits bear a star; ? = inconclusive; / = no result given; & = joins results of further samples; [ ] = remark or other dose. The call rests on the fitted dose curve; in most records, active means well fitted curve in the direction sought with a large enough effect; inconclusive means small, poorly fitted or top-dose-only effect, or another doubt; inactive means no such curve, though single readings can be large; an effect the other way counts as inactive or inconclusive. Potency means the concentration at half of the fitted maximal effect.

Results follow in this order: SW480 rereplic, KB-V1 cytotox, TDP43 rescue, GLP1R cytotox, GLP-1R agonist, GLP-1R inv ag, HT1080NT lethal, HT1080 IDH1KD tx, KB-3-1 cytotox
COC(=O)CNC(=O)C1CCC(CNS(=O)(=O)c2cccc3nsnc23)CC1 (centres undefined)
    -2%, 10%, 4%, 2%, -1%, 6%, 9%, 7%, 11%
COC(=O)/C=C1\S/C(=N/NC(=O)c2ccc(OC)cc2)NC1=O
    -25%, 25%, -11%, 10%, 1%, 2%, 11%, 3%, 0%
O=C(Cc1cccs1)Nc1nnc(SCc2ccc(Br)cc2)s1
    -4%, -12%, 18%, -23%, -15%, -18%, -5%, -6%, 14%
CCCCC(=O)NC(=S)Nc1cccc(NC(=O)c2ccccc2)c1
    7%, -17%, -22%, 2%, 14%, ?, -8%, ?, ?
Cc1ccc(CNc2ncnc3cc(Cl)ccc23)o1
    3%, 21µM*, 0%, 8%, 3%, -30%, -5%, -3%, ?
COc1ccc(C2C(C#N)=C(C)NC(C)=C2C#N)c(OC)c1
    -9%, 0%, 0%, 2%, 3%, 12%, 5%, 8%, 15%
CCc1nonc1NC(=O)c1oc2ccc(Cl)cc2c1C
    -20%, -1%&1%, 17%&18%, 1%&-6%, 8%, 18%&16%, 3%, 0%, -3%&6%
COc1ccc(/C=N/NC(=O)C(=O)N2CCCCCC2)cc1O
    -3%, -3%, -14%, -8%, -1%, -5%, 1%, 13%, 4%
CC(C)(C)c1ccccc1NC(=O)C1=COCCO1
    -261%[inhibitor], 5%, -17%, 1%, 6%, -29%, 1%, 7%, 0%
CC(=O)c1cc(C(=O)NC2CCCc3c2cnn3-c2cc(C)cc(C)c2)[nH]n1 (centres undefined)
    17%, ?, 21%, 0%, 2%, -7%, 5%, -2%, ?
COC(=O)[C@H](Cc1ccccc1)NC(=O)NCCc1ccccc1F
    -6%, -1%, 13%, 1%, -2%, -21%, 15%, 6%, 10%
O=C(C1CCN(Cc2cn[nH]c2-c2ccc(F)cc2F)CC1)N1CCOCC1
    0%, 4%, -18%, 2%[0.307 µM], 3%, 4%[0.307 µM], 15%, 11%, 0%
CSCCC(=O)N1CCC(n2nccc2NC(=O)c2ccc3c(c2)OCO3)CC1
    -9%, 1%, -21%, -19%, 7%, -12%, 0%, -3%, ?
Cc1csc(SCC(=O)Nc2ccc(Cl)cn2)n1
    -12%, -12%, -19%, -1%, -2%, ?, -6%, 1%, 17%
COc1cc(Nc2nc(SCC#N)nc3ccccc23)cc(OC)c1OC
    -6%, 21µM*, -7%, -22%, 4%, 0%, 7%, -3%, 30%
OC(c1ccc2ccccc2n1)c1c(Cl)cccc1Cl (centres undefined)
    8%, 0%, ?, 9%, 6%, ?, -7%, -7%, 8%
Cc1cnc(C(=O)OCC(=O)Nc2ccc(Oc3ccccc3)cc2)cn1
    -3%, 2%, 13%, -6%, -10%, -2%, -1%, 0%, 17%
CC(=O)c1ccc(N2CCN(C(=O)C3CCN(S(=O)(=O)Cc4ccccc4)CC3)CC2)cc1
    -7%, 0%, -6%, -11%, -6%, 7%, 3%, 7%, -7%
CCN(CC)CCN(C(=O)c1ccc2c(c1)OCCO2)c1nc2cc3c(cc2s1)OCO3
    -2%, -1%, 15%, 10%, 0%, ?, 0%, -2%, 1%
Cc1ccc(/C(N)=N/OC(=O)Cc2cccc3ccccc23)cc1
    3%, -13%, 14µM*, 21%, 17%, ?, 2%, -14%, 0%
CC(C)Cc1ccc(C(C)CC2=CCC(CN(C)C)C2=O)cc1 (centres undefined)
    ?, ?, ?, ?, -3%, ?, ?, ?, ?
COc1ccc(Cc2c(O)nc(SC)n(C(C)=O)c2=O)cc1
    1%, 0%, -2%, 7%, -18%, -8%, 0%, 0%, 0%
COc1ccc(CNC(=O)CN2C(=O)NC(C)(c3ccc(C(C)(C)C)cc3)C2=O)cc1 (centres undefined)
    1%, -4%, -13%, 16%, 15%, ?, -18%, -15%, -10%
O=C(NCCN1CCOCC1)c1ccc(Cl)c(S(=O)(=O)NCc2ccccc2)c1
    -9%, -18%, 13%, 7%, 1%, -3%, 10%, 0%, 6%
CN(Cc1ccco1)C(=O)c1ccc(S(=O)(=O)N2CCCCCC2)cc1
    -12%, -9%, ?, 3%, 3%, -21%, 0%, 3%, ?
O=C(CC(C(=O)O)C1CCCO1)Nc1cccc(C(F)(F)F)c1 (centres undefined)
    -3%, ?, -15%, 10%, -7%, -2%, 8%, 11%, 3%
COc1ccc(CNC(=O)CN(c2ccc(C(C)C)cc2)S(=O)(=O)c2c(C)nn(C)c2C)cc1
    /, -7%, 19%, 9%, /, 7%, /, /, 9%
O=C(/C=C/c1ccc2c(c1)S(=O)(=O)N(Cc1ccccc1)[C@H]2CC(=O)N1CCOCC1)N1CCOCC1
    1%, 9%, 5%, 2%, -10%, 17%, 14%, 11%, -2%
CCC1Sc2ccc(S(=O)(=O)Nc3ccc(OC)c(OC)c3)cc2NC1=O (centres undefined)
    0%, 13%, -5%, -4%, 0%, 1%, -22%, ?, ?
CCCNC(=O)C(=O)c1cccn1-c1ccsc1C(=O)OC
    -2%, 6%, -14%, -13%, -6%, 8%, 11%, 6%, -7%
Nc1ccc2oc(-c3cccs3)nc2c1
    -2%, 18%, 0%, 11%, 12%, 85%[activator], 0%, 0%, -1%
O=C(Cc1ccc(Cl)cc1Cl)OCC(=O)N1CCN(C(=O)c2ccco2)CC1
    -4%, -14%, 0%, 3%, 8%, -8%, -1%, 7%, -3%
COC(=O)c1ccccc1NC(=O)CC(NCc1ccccc1)C(=O)O (centres undefined)
    21µM*, 0%, -19%, 2%, -14%, -1%, 1%, -13%, -6%
CCOC(=O)N1CCN(c2c(-c3ccccc3)c3cc(Cl)ccc3[nH]c2=O)CC1
    -4%, 9.2µM*, 3%, 0%, -2%, 3%, 16%, 2%, ?
Oc1ccc(C[C@@H]2CNC(=S)N2CCCCC2CCCCC2)cc1
    -7%, 4%, -75%[inhibitor], ?, 10%, ?, -5%, -1%, 3%
COC(=O)Cc1csc(Nc2ccccc2Cl)n1
    -1%, ?, 0%, -2%, 12%, 23%, 23%, ?, 2%
CCN(C(=O)C1CCN(S(=O)(=O)c2ccc3c(c2)CCCN3C(C)=O)CC1)c1cccc(C)c1
    /, -9%, 14%, 3%, /, 15%, /, /, -4%
CC(C)(C)c1ccc(C(=O)NCC(c2ccco2)S(=O)(=O)c2ccccc2)cc1 (centres undefined)
    /, ?, 10%[9.22 µM], -9%, /, ?, /, /, 3%
Cc1ccc(CNC(=O)C(=O)NCC(c2ccco2)S(=O)(=O)c2cccs2)cc1 (centres undefined)
    /, -9%, 24%, 0%, /, 2%, /, /, -1%
COCCSc1nnc(NC(=O)CCS(=O)(=O)c2ccccc2)s1
    ?, 14%, 7%, -17%, 1%, -7%, ?, 23µM*, -3%
S=c1[nH]c2ccccc2c2ccccc12
    -5%, -17%, ?, -43%, 13%, -15%, 15%, 6%, -1%
COc1cc(C2N(c3ccccn3)C(=O)C3CCCN32)cc(OC)c1OC (centres undefined)
    1%, 15%, -1%, 1%, -12%, 11%, 16%, 6%, 12%
COc1ccccc1Oc1ncnc2c1oc1ccccc12
    -22%, -9%, -9%, 16%, 12%, ?, 2%, -10%, -18%

An excerpt from above in order of heavy-atom count, low to high.
Results follow in this order: SW480 rereplic, KB-V1 cytotox, TDP43 rescue, GLP1R cytotox, GLP-1R agonist, GLP-1R inv ag, HT1080NT lethal, HT1080 IDH1KD tx, KB-3-1 cytotox
S=c1[nH]c2ccccc2c2ccccc12
    -5%, -17%, ?, -43%, 13%, -15%, 15%, 6%, -1%
Cc1csc(SCC(=O)Nc2ccc(Cl)cn2)n1
    -12%, -12%, -19%, -1%, -2%, ?, -6%, 1%, 17%
Cc1ccc(CNc2ncnc3cc(Cl)ccc23)o1
    3%, 21µM*, 0%, 8%, 3%, -30%, -5%, -3%, ?
CCCNC(=O)C(=O)c1cccn1-c1ccsc1C(=O)OC
    -2%, 6%, -14%, -13%, -6%, 8%, 11%, 6%, -7%
O=C(CC(C(=O)O)C1CCCO1)Nc1cccc(C(F)(F)F)c1 (centres undefined)
    -3%, ?, -15%, 10%, -7%, -2%, 8%, 11%, 3%
COCCSc1nnc(NC(=O)CCS(=O)(=O)c2ccccc2)s1
    ?, 14%, 7%, -17%, 1%, -7%, ?, 23µM*, -3%
CCCCC(=O)NC(=S)Nc1cccc(NC(=O)c2ccccc2)c1
    7%, -17%, -22%, 2%, 14%, ?, -8%, ?, ?
Cc1cnc(C(=O)OCC(=O)Nc2ccc(Oc3ccccc3)cc2)cn1
    -3%, 2%, 13%, -6%, -10%, -2%, -1%, 0%, 17%
CCOC(=O)N1CCN(c2c(-c3ccccc3)c3cc(Cl)ccc3[nH]c2=O)CC1
    -4%, 9.2µM*, 3%, 0%, -2%, 3%, 16%, 2%, ?
CCN(CC)CCN(C(=O)c1ccc2c(c1)OCCO2)c1nc2cc3c(cc2s1)OCO3
    -2%, -1%, 15%, 10%, 0%, ?, 0%, -2%, 1%
CC(=O)c1ccc(N2CCN(C(=O)C3CCN(S(=O)(=O)Cc4ccccc4)CC3)CC2)cc1
    -7%, 0%, -6%, -11%, -6%, 7%, 3%, 7%, -7%

Bioassay records from PubChem BioAssay.
